H9c2 TAG inh = inhibitors of triacylglycerol accumulation, primary screen, cell-based, uHTS, fluorescence, H9c2 | H9c2 cells, Nile Red lipid (TAG) fluorescence; cells loaded with 200 µM oleic acid | inhibition, % at 12.5 µM | 230,000 tested, 0.66% active;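 active means pattern-corrected inhibition of lipid staining of at least 50% with the nuclear-stain viability signal not falling by more than 50%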;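 further: 0% = DMSO wells and 100% = triacsin C control wells; some results filed as inactive read as strong as hits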
H9c2 TAG inh DAPI viability = also measured in H9c2 TAG inh; calls as there; DAPI nuclei signal change (viability), lower = more cytotoxic, %;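 whole-well DAPI fluorescence read on a plate reader as a viability signal; minus 50 percent equals half of cells still viable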
* = called active by the depositor; i = inactive. Some of the compounds tested, so the mix of outcomes need not match the whole.

1: C=CCOC(=O)C1=C[C@H](C2CCCCC2)[C@@H](CCCO)[C@H](OCC)O1
2: COC(C(=O)Nc1ccnn1C1CCN(Cc2nccs2)CC1)c1ccccc1 (configuration not stated)
3: COc1ccc(S(=O)(=O)N2CCCC2CNC(=O)C(=O)Nc2ccc(F)cc2)cc1 (configuration not stated)
4: Cc1cc(F)ccc1S(=O)(=O)Nc1ccccc1C(=O)NC1CCN(Cc2ccccc2)CC1
5: OCC(O)[C@@H](O[C@H]1O[C@H](CO)[C@@H](O)[C@H](O)[C@H]1O)[C@H](O)[C@@H](O)CO (some centres not stated)
6: CN(CC(=O)Nc1cccc(F)c1)CC(=O)NC(c1ccccc1)c1ccccc1
7: Cc1c(N2C(=O)c3ccccc3C2(O)c2ccccc2)c(=O)n(-c2ccccc2)n1C (configuration not stated)
8: CC(NC(=O)CSc1nnc(-c2cccnc2)n1N)c1ccccc1 (configuration not stated)
compound no.,1,2,3,4,5,6,7,8
H9c2 TAG inh,-24,1,1,3,-1,3,7,1
H9c2 TAG inh DAPI viability,-3,11,-1,13,-5,-6,-5,1

Quoted at random: five records from the list
7: Cc1c(N2C(=O)c3ccccc3C2(O)c2ccccc2)c(=O)n(-c2ccccc2)n1C (configuration not stated)
3: COc1ccc(S(=O)(=O)N2CCCC2CNC(=O)C(=O)Nc2ccc(F)cc2)cc1 (configuration not stated)
1: C=CCOC(=O)C1=C[C@H](C2CCCCC2)[C@@H](CCCO)[C@H](OCC)O1
4: Cc1cc(F)ccc1S(=O)(=O)Nc1ccccc1C(=O)NC1CCN(Cc2ccccc2)CC1
6: CN(CC(=O)Nc1cccc(F)c1)CC(=O)NC(c1ccccc1)c1ccccc1
compound no.,7,3,1,4,6
H9c2 TAG inh,7,1,-24,3,3
H9c2 TAG inh DAPI viability,-5,-1,-3,13,-6

Remaining list, next part:
9: CC1=CC(=Nc2c(C)n(C)n(-c3ccccc3)c2=O)C=C(C)C1=O
10: FC(F)(F)c1cc(CCN2CCNC[C@H]2Cc2cccc3ccccc23)cc(C(F)(F)F)c1
11: COc1cccc(CC(=O)OCC(=O)NC(=O)c2ccc(OC(F)F)cc2)c1
12: Cc1c(C(=O)NCc2cccc(C(F)(F)F)c2)sc(=O)n1Cc1ccc(F)cc1
13: COc1ccc(S(=O)(=O)N(CC(=O)NN=C2CCN(C)CC2)c2ccc(C)cc2)cc1OC
14: Cc1cccc(NC(=O)c2ccc(NCC3CCCO3)c([N+](=O)[O-])c2)n1 (configuration not stated)
15: Nc1ccc2nc(-c3ccc(N)c(Cl)c3)[nH]c2c1
16: COc1ccc(CCN2CC34C=CC(O3)C(C(=O)NCc3ccccc3)C4C2=O)cc1OC (configuration not stated)
compound no.,9,10,11,12,13,14,15,16
H9c2 TAG inh,13,18,-3,5,-4,25,16,4
H9c2 TAG inh DAPI viability,-8,-11,-5,-19,2,-1,46,2

17: Cc1ccc2nc(NC(=O)CSc3nc(=O)n(CCN(C)C)c4c3CCCC4)sc2c1
18: COc1cc(/C=N/Nc2ccc3ccccc3c2)ccc1OC(=O)c1ccco1
19: CCN(CC(=O)Nc1ccccc1C(F)(F)F)C(=O)CN1C(=O)NC2(CCCC2)C1=O
20: CCCCCc1c(O)c2ccccc2[nH]c1=O
21: Cc1ccc(NC(=O)CC(NC(=O)c2ccccc2Cl)c2ccccc2)nc1 (configuration not stated)
22: CC(C)Oc1ccc(C(=O)NNC(=O)c2ccccc2C(=O)O)cc1
23: Cc1ccc([N+](=O)[O-])cc1S(=O)(=O)Nc1cccc(S(=O)(=O)Nc2ccccc2C(=O)O)c1
24: CC(Oc1ccc(Cl)cc1)C(=O)N(C)CC(=O)Nc1ccc(N2CCOCC2)cc1 (configuration not stated)
compound no.,17,18,19,20,21,22,23,24
H9c2 TAG inh,-3,-1,5,21,0,2,-17,2
H9c2 TAG inh DAPI viability,17,13,0,-4,6,-9,2,-2

25: CCC(C)c1ccc(NC(=S)NCc2ccccn2)cc1 (configuration not stated)
26: C=CCn1c(SC(CCO)C(=O)NCc2ccco2)nc2sc3c(c2c1=O)CCC3 (configuration not stated)
27: COc1cc(/C=N/N=C2/NC(=O)C(Cc3ccccc3)S2)ccc1O (configuration not stated)
28: COC(=O)CN1C(=S)N(c2ccc(OC)cc2)C(=O)/C1=C/c1ccc(N2CCOCC2)cc1
29: CSCCC(NC(=O)c1ccccc1Cl)C(=O)Nc1ccc(C)c(S(=O)(=O)N2CCOCC2)c1 (configuration not stated)
30: Oc1ccc2ccccc2c1CN1CCOCC1
31: CCOC(=O)c1ccc(-n2c(CN3CCOCC3)nc3ccc([N+](=O)[O-])cc3c2=O)cc1
32: Cc1ccc(C)c(NC(=O)[C@@H]2CCCN2S(=O)(=O)c2ccccc2F)c1
compound no.,25,26,27,28,29,30,31,32
H9c2 TAG inh,3,14,10,2,4,1,4,-12
H9c2 TAG inh DAPI viability,3,7,-13,-6,-11,5,-8,1

33: COc1cc(NC(=O)c2cnn3c(C)cc(C)nc23)c(OC)cc1Cl
34: CCOC(=O)c1ccc(NC(=O)CCc2ccc(CC)o2)cc1
35: CN(C)/C=C1\C=C2C(=O)c3ccccc3N2C1=O
36: CC(C)COc1ccc(S(=O)(=O)n2cc(F)c(=O)[nH]c2=O)cc1
37: N#CC(=C1Nc2ccccc2N1)S(=O)(=O)c1ccccc1
38: O=C(COC(=O)CSc1ccc(F)cc1)NC1CCCCCC1
39: COc1ccc(-c2nc(-c3ccccn3)ncc2S(C)(=O)=O)cc1
40: C[C@H](CO)N1C[C@H](C)[C@@H](CN(C)C(=O)Nc2ccc3c(c2)OCO3)Oc2c(NC(=O)Cc3ccccc3)cccc2C1=O
compound no.,33,34,35,36,37,38,39,40
H9c2 TAG inh,9,41,-64,4,-6,1,1,0
H9c2 TAG inh DAPI viability,-2,7,9,-8,1,-4,0,-5

41: CC1=CC(=C(C#N)C#N)C=C(C)N1CCC(C)C
42: CCOc1ccc(-c2nc(CSCC(=O)NC3CCN(Cc4ccccc4)CC3)c(C)o2)cc1
43: Cc1nn(C(=O)c2cccs2)c(N)c1-c1ccccc1
44: COc1ccc(NC(=O)CN(C)C(=O)CNC(=O)c2ccc(C)s2)cc1
45: OCCOc1nnnn1-c1ccccc1
46: O=C1NC(c2cc(Cl)cc([N+](=O)[O-])c2O)Nc2ccccc21 (configuration not stated)
47: O=C(Nc1nnc(SCc2ccccc2Cl)s1)C1COc2ccccc2O1 (configuration not stated)
48: COCCNC(=O)c1c[nH]c2ccc(OC)cc2c1=O
compound no.,41,42,43,44,45,46,47,48
H9c2 TAG inh,-11,-46,-2,-13,-6,-6,-18,6
H9c2 TAG inh DAPI viability,6,24,-5,0,12,0,21,5

49: Cc1cc(C)c(C(=O)N2CCCC(CNC(=O)C3(c4ccc(Cl)cc4)CC3)C2)c(=O)[nH]1 (configuration not stated)
50: COc1ccccc1NS(=O)(=O)c1cccc(NC(=O)C2CC2)c1
51: CC(OC(=O)c1nn(C)c(=O)c2ccccc12)C(=O)Nc1ccc(S(N)(=O)=O)cc1 (configuration not stated)
52: CN1CCN(c2ccc([N+](=O)[O-])cc2C(=O)Nc2ccccc2)CC1
53: O=C(CNC(=O)c1ccccc1F)OCC(=O)c1c[nH]c2ccccc12
54: Cc1ccc(S(=O)(=O)N2CCCCC2)cc1NC(=O)CCNC(=O)c1ccccc1
55: COCCNC(=S)N(C)[C@H]1C[C@H]2c3cc(Oc4ccccc4C)ccc3CCN2C(=O)[C@H]1[C@H](C)O
56: O=C1NCCCC1C(=O)N/N=C/c1cc([N+](=O)[O-])ccc1O (configuration not stated)
compound no.,49,50,51,52,53,54,55,56
H9c2 TAG inh,9,-24,13,-4,13,0,-3,-4
H9c2 TAG inh DAPI viability,7,6,-3,2,-1,1,-1,-8

57: C/C=C\C=C/C(=O)Nc1cccc(C2=NOC3(C2)C[C@@H](C(N)=O)N(C(=O)c2ccc(Cl)cc2)C3)c1 (some centres not stated)
58: C=CCOC(=O)N1CCN(c2cccc(C(F)(F)F)c2)CC1
59: O=C(CCCc1cccs1)Nc1nccs1
60: CC1=CC(C)C(=O)N(CCN2CCOCC2)C(C)=C1 (configuration not stated)
61: Cc1ccc(NC(=O)c2c(C)noc2C)cc1S(=O)(=O)N1CCOCC1
62: O=C(Cn1c(=S)[nH]c2ccccc2c1=O)N1CCN(c2ccccc2)CC1
63: Cc1ccc(C)c(NC(=O)CN(C)C(=O)c2ccccc2OCc2c(C)noc2C)c1
64: CCCCN1CCc2c([nH]c3ccccc23)C1=O
compound no.,57,58,59,60,61,62,63,64
H9c2 TAG inh,-6,8,15,4,4,4,-15,-8
H9c2 TAG inh DAPI viability,8,5,-19,8,-6,-5,8,5

65: COc1ccc(-c2csc(NC(=O)c3cc(=O)c4ccccc4o3)n2)cc1OC
66: COc1cc(C2C(C#N)=C(N)OC3=C2C(=O)CCC3)c([N+](=O)[O-])cc1OC (configuration not stated)
67: CC(C)NC(=O)COc1ccc(S(=O)(=O)N2CCOCC2)cc1
68: COc1ccc(C(C)=O)cc1COC(=O)c1ccc(N)c([N+](=O)[O-])c1
69: COC(=O)CC1C(=O)NC2CCCCC2N1C(=O)c1ccccc1 (configuration not stated)
70: COc1cc(OC)cc(C(=O)N[C@H](C(=O)Nc2cccc(S(=O)(=O)N3CCCC3)c2)C(C)C)c1
71: CCOC(=O)C1CCCN(C(=O)c2cc(Nc3ccc(OC)cc3OC)nc3ccccc23)C1 (configuration not stated)
72: Cc1c(NCc2ccccc2O)c(=O)n(-c2ccccc2)n1C
compound no.,65,66,67,68,69,70,71,72
H9c2 TAG inh,19,7,-1,-1,-1,3,-4,16
H9c2 TAG inh DAPI viability,0,-1,5,-2,3,-4,-1,-11

73: Cc1ccc(S(=O)(=O)N(C)C)cc1NC(=O)CSc1nnc(C2CC2)n1C1CC1
74: CC(C)COc1ccc(C(=S)N2CCCC2)cc1
75: Cc1ccccc1OC(C)c1nc(-c2ccccc2)no1 (configuration not stated)
76: CCCOc1ccc(-c2nnn(CC(=O)N3CCCCC3)n2)cc1
77: COc1ccc(C(=O)Nc2scc(-c3ccc(Cl)cc3Cl)c2C(N)=O)cc1
78: O=C(CN1CCOCC1)Nc1cccc(C(=O)Nc2cccc(C(F)(F)F)c2)c1
79: CC(C)CCOc1ccc(NC(=O)C2OC3OC(C)(C)OC3C3OC(C)(C)OC23)cc1 (configuration not stated)
80: Cc1ccccc1C(=O)Nc1ccc(N(C)C)c2ccccc12
compound no.,73,74,75,76,77,78,79,80
H9c2 TAG inh,9,-6,-19,-5,-8,-2,0,-15
H9c2 TAG inh DAPI viability,4,-11,5,-7,4,5,1,10

81: COc1ccccc1N1CCN(CC(=O)Nc2ccc(S(=O)(=O)N3CCCCCC3)cc2)CC1
82: O=C1CC2C(=O)NCCN2C(=NC(=O)c2ccccc2)N1 (configuration not stated)
83: CCCN(C(=O)CN1C(=O)NC2(CCCCCC2)C1=O)C1CCS(=O)(=O)C1 (configuration not stated)
84: CCN=C1Sc2nc3ccc(OCC)cc3cc2CN1CCOC
85: COCCCNCC(=O)Nc1sc(C)c(C)c1C(=O)OC
86: COc1cc(C2c3c(oc4ccccc4c3=O)C(=O)N2CCN2CCOCC2)cc(OC)c1OC (configuration not stated)
87: C=CCn1c(SC(C)C(=O)NC2CC2)nnc1-c1ccoc1C (configuration not stated)
88: O=C(O)CC(c1ccccc1)c1ccc2c(c1)OCO2 (configuration not stated)
compound no.,81,82,83,84,85,86,87,88
H9c2 TAG inh,12,7,-7,-24,-13,3,-6,1
H9c2 TAG inh DAPI viability,-10,3,-9,5,12,0,-1,6

89: Cc1ccc(NC(=O)Cn2nc(C(=O)O)c3ccccc3c2=O)cc1S(=O)(=O)N1CCOCC1
90: CCn1c(=N)n(CC(O)COc2ccc(C)cc2)c2ccccc21 (configuration not stated)
91: O=C(Nc1cccc(OC(F)(F)F)c1)C1Cc2c(-c3cccc(F)c3)ccnc2O1 (configuration not stated)
92: COc1ccc(N2CCN(C(=O)c3cccc(NS(=O)(=O)c4cccc(F)c4)c3)CC2)cc1
93: CCCN1CCN(C(=O)c2cc3c(s2)-c2ccccc2OC3)CC1
94: CC(C1SC(=S)NC1=O)C1SC(=S)NC1=O (configuration not stated)
95: COc1cc(CNC(=O)c2cc(-c3cc(OC)ccc3Cl)n[nH]2)cc(OC)c1
96: CC(=O)c1ccc(-c2cnc3c(NC=O)cc(-c4ccc(C(=O)NC5CC5)cc4)cn23)cc1
compound no.,89,90,91,92,93,94,95,96
H9c2 TAG inh,-12,13,-36,9,-9,2,11,54*
H9c2 TAG inh DAPI viability,0,9,4,-2,i,-10,2,-33*

97: CCn1c(=S)[nH]c2cc(C(=O)OC)ccc2c1=O
98: COc1ccc(CCNC(=O)c2ccnc(C(C)(C)C)c2)cc1OC
99: c1ccc(CN2CCN(C(c3ccccc3)c3nnnn3Cc3ccccc3)CC2)cc1 (configuration not stated)
100: O=C(CN1CCN(Cc2ccc3c(c2)OCO3)CC1)Nc1ccc(N2CCOCC2)cc1
101: O=C(N/N=C/c1ccc(C(F)(F)F)cc1)c1ccc(O)cc1
102: CCC(=O)C1CCCN(C(=O)c2ccc(OC)c(OC3CCN(C(C)=O)CC3)c2)C1 (configuration not stated)
103: Cc1ccccc1NC(=S)NCCc1ccc(S(N)(=O)=O)cc1
compound no.,97,98,99,100,101,102,103
H9c2 TAG inh,-8,-12,-11,1,-11,0,5
H9c2 TAG inh DAPI viability,7,-2,3,-7,-6,-2,-3

Screening results (PubChem BioAssay)
